Compound activity as filed in PubChem BioAssay.
HIV RNase H inh = inhibitors of HIV-1 reverse transcriptase RNase H; P04585; inhibition, % at 10 µM; hit rate 1.9% among 65,000; RT-RNase H RNA/DNA duplex cleavage, fluorescence; in the data active = inhibition above about 50%
RmlCD inh mix = inhibitors of RmlC and RmlD coupled enzymes | RmlC/RmlD coupled enzyme inhibition, 384-well mixture HTS | inhibition, % at 5.5 µM | hit rate 0.39% among 110,000 | AID 1532; in the data active = inhibition above about 30%, passing the limit was not always enough; note: strong numbers were not always called active
An asterisk follows results filed as active; · = not tested or not shown.

SMILES	HIV RNase H inh	RmlCD inh mix
COC(=O)c1cccc(NC(=O)CSc2nc3cccnc3n2C)c1	1.1	-12.3
CC(C)CC1(C(=O)O)NC(c2ccccc2O)C2C(=O)N(C(C)C)C(=O)C21 (stereo not given)	-13.7	7.8
CCOC(=O)c1ccc(N(CC(=O)NC2CCCC2)C(=O)CNC(=O)c2ccco2)cc1	0.1	0.8
COc1ccc(CCNC(=O)c2cnn3cccnc23)cc1OC	-40.5	-4.3
Cc1ccc(S(=O)(=O)C2(C(=O)N3CCCCC3C)CC2)cc1 (stereo not given)	-2.8	-10.6
O=C(Cn1nc(C(F)F)cc1C(F)F)N/N=C/c1ccc2c(c1)OCO2	·	4.5
Cc1cc(C)cc(N(C(=O)CNC(=O)c2cccs2)C(C(=O)NC2CCCC2)c2cccnc2)c1 (stereo not given)	·	6.5
CCN(CC)c1ccc(NC(=O)c2cccnc2)cc1	·	79.0
C[C@]12CCC(=O)C=C1CC[C@@H]1[C@@H]2C(=O)C[C@@]2(C)[C@H]1CC[C@]2(O)C(=O)CO	-7.8	-10.4
CCOC(=O)N(CC)OC(=O)Nc1ccc(Cl)cc1	·	-12.0
COc1ccc(S(=O)(=O)N[C@H](C(=O)O)C(C)C)cc1	3.1	-14.9
N#Cc1nc(COc2ccc(F)cc2)oc1N1CCC(Cc2ccccc2)CC1	-37.9	·
COc1cc(N(C)C)c(NC(C)=O)cc1C(=O)O	-2.0	-13.9
CCOc1ccc(NC(=O)c2nnn(CC(=O)Nc3ccccc3OCC)c2N)cc1	-10.0	6.7
Cc1nc(C)c(C(=O)C2=C(O)C(=O)N(CCN(C)C)C2c2ccccc2)s1 (stereo not given)	-3.8	-6.7
CC(O)Cc1cn([C@@H](CCCCN)C(=O)N2CCNCC2)nn1 (stereo not given in full)	·	-26.8
COc1ccc(CSCC(=O)N/N=C/c2ccc(OCC(=O)NCc3ccco3)cc2)cc1	·	-8.1
CCOc1ccc(-c2nc(-c3ccncc3)no2)cc1OCC	-28.6	-12.3
CCC(CC)C1C(C#N)=C(N)Oc2n[nH]c(-c3ccccc3)c21 (stereo not given)	·	24.2
CNC(=O)Nc1ccccc1F	·	3.2
O=C1OCCN1c1c(-c2ccccc2)c(N2CCOCC2)nc2ccccc12	·	0.1
CCC1(C)N=c2c(c(=O)n(C)c(=O)n2C)=NO1 (stereo not given)	·	5.2
CCc1ccc(N2CC(C)Cn3c2nc2c3c(=O)n(CCN3CCOCC3)c(=O)n2C)cc1 (stereo not given)	-2.9	0.8
CCOC(=O)c1c(CC(C)C)csc1NC=O	-31.8	-8.5

A draw from above in order of SMILES length, high to low.
SMILES	HIV RNase H inh	RmlCD inh mix
O=C1OCCN1c1c(-c2ccccc2)c(N2CCOCC2)nc2ccccc12	·	0.1
COC(=O)c1cccc(NC(=O)CSc2nc3cccnc3n2C)c1	1.1	-12.3
CCOC(=O)N(CC)OC(=O)Nc1ccc(Cl)cc1	·	-12.0

Next results follow.
SMILES	HIV RNase H inh	RmlCD inh mix
N#CCSCC(=O)Nc1ccccc1	-15.6	52.7
COc1ccc(CSCCN)cc1Cl	-0.8	3.1
CCN(c1ccccc1)S(=O)(=O)c1ccc(OCc2c(C)noc2C)cc1	-42.9	4.5
CN1CCCC(C(=O)c2ccccc2)C1 (stereo not given)	·	30.2
CCC(C)NC(=O)C1CCN(S(=O)(=O)N2CCCC2)CC1 (stereo not given)	-16.6	-9.8
CCn1c(SCC(=O)c2cc(OC)ccc2OC)nc2c1c(=O)n(C)c(=O)n2C	-16.7	·
Cc1ccc(-c2c(C)n([O-])c3c([n+]2=O)CCCCC3)o1	-6.4	5.4
COc1ccc(OC)c(S(=O)(=O)N(C)CC(=O)N2CCN(c3ccccc3F)CC2)c1	-2.8	5.2
CCOC(=O)C(C(=O)OCC)N(C#N)c1nc(OC)nc(N(C)C)n1	·	12.5
C=CCNc1cc(C(F)(F)F)nc(-c2ccccn2)n1	·	4.4
COc1ccc(CCNC(=O)CCCCCN2C(=O)c3ccccc3C2=O)cc1	·	-12.8
COc1ccc(C(=O)CSC2=C(C#N)C3(CCCCC3)C(C#N)=C(N)N2)cc1	-2.3	7.7

In the list so far, these have an aryl thioether with sulfur outside any ring:
SMILES	HIV RNase H inh	RmlCD inh mix
COC(=O)c1cccc(NC(=O)CSc2nc3cccnc3n2C)c1	1.1	-12.3
CCn1c(SCC(=O)c2cc(OC)ccc2OC)nc2c1c(=O)n(C)c(=O)n2C	-16.7	·

(listing goes on)
SMILES	HIV RNase H inh	RmlCD inh mix
CCN1CCN(C(=O)C2(NC(=O)Nc3ccccc3Cl)CCCCC2)CC1	·	1.6
Cc1c(OCc2nn[nH]n2)ccc2c3c(c(=O)oc12)CCC(C)C3 (stereo not given)	4.5	-23.2
COC(=O)c1cn(CCOc2ccc(C)cc2)c2ccccc12	·	1.2
O=C(NC1CCCC1)NS(=O)(=O)c1ccccc1Cl	18.6	0.5
COc1ccc(C(=O)OCCN2C(=O)c3ccccc3C2=O)cc1OC	-16.5	·
COc1ccccc1OCC(=O)Nc1cccc(N(C)S(C)(=O)=O)c1	·	27.1
CC1CCc2ccc(F)cc2N1S(=O)(=O)c1cccs1 (stereo not given)	-49.9	-16.7
CCn1c(CNC(=O)Cc2ccc(OC)cc2)nnc1SCC(=O)Nc1nccs1	3.1	-5.3
CCCn1c(SCC(=O)Nc2cccc(C(=O)OCC)c2)nnc1-c1ccoc1C	-7.0	5.1
Cc1[nH]c2ccccc2c1C(=O)COC(=O)C1CC(=O)N(Cc2ccco2)C1 (stereo not given)	10.8	14.0
COc1cc(-c2nnc(SCC(=O)N(Cc3ccccc3)C(C)(C)C)o2)cc(OC)c1OC	1.1	10.5
CCCNC(=O)CN(CCc1ccccc1)S(C)(=O)=O	·	-39.5
CCCCOC(=O)C1=C(N)OC2=C(C(=O)CCC2)[C@]12C(=O)Nc1ccccc12	-21.8	4.3
COCCn1c(Cc2ccccc2)nnc1SCC(=O)Nc1cc(C)on1	0.2	12.6
O=C(Nc1ccccc1)C(Cc1ccccc1)NC(=O)C12CC3CC(CC(C3)C1)C2 (stereo not given)	·	-3.6
CCN(CC)S(=O)(=O)c1ccc(Cl)c(C(=O)OC)c1	-71.8	-10.6
CCOC(=O)c1ccc(-n2ncc(C(=O)OCC)c2N)cc1	1.5	-22.2
O=C(O)C[C@H]1c2cc(F)ccc2S(=O)(=O)N1C1CCCCC1	·	-14.0
Cc1cc(C)c(S(=O)(=O)N(CC(=O)N2CCCC2)C2CCCCC2)c(C)c1	1.0	-8.4
Cn1nnnc1SCc1ccccc1F	7.1	-13.0
COc1cc2c(cc1NC(=O)CN1CCN(S(=O)(=O)c3ccccc3F)CC1)oc1ccccc12	·	-7.4
Cc1nc(NC(=O)CCc2ccccc2)ccc1Br	·	-11.1
Cc1cc(C)n2cc(CSc3nnc(N)s3)nc2n1	7.3	·
O=C(Nc1ccc(Cl)cc1C(=O)Nc1ccc(Br)cn1)c1ccco1	-22.9	-16.6

By substructure, the compounds so far containing a COOH group
SMILES	HIV RNase H inh	RmlCD inh mix
CC(C)CC1(C(=O)O)NC(c2ccccc2O)C2C(=O)N(C(C)C)C(=O)C21 (stereo not given)	-13.7	7.8
COc1ccc(S(=O)(=O)N[C@H](C(=O)O)C(C)C)cc1	3.1	-14.9
COc1cc(N(C)C)c(NC(C)=O)cc1C(=O)O	-2.0	-13.9
O=C(O)C[C@H]1c2cc(F)ccc2S(=O)(=O)N1C1CCCCC1	·	-14.0

Next part:
SMILES	HIV RNase H inh	RmlCD inh mix
Cc1ccccc1NC(=O)C(C#N)Cc1cccnc1 (stereo not given)	0.2	7.5
COc1cccc(-c2nc(OC(C)C)c3ccccc3n2)c1	·	-7.6
CCOc1ccc2nc(NC(=O)C(NS(=O)(=O)c3cccs3)C(C)C)sc2c1 (stereo not given)	0.5	8.4
Cc1nc2ccc(S(=O)(=O)c3ccc4nc(C)[nH]c4c3)cc2[nH]1	·	-12.5
CCO[C@H]1OC(C(=O)Nc2ccccc2)=C[C@@H](c2csc3ccccc23)[C@@H]1CCCO	·	15.7
COC(=O)Cn1c(C(=O)N2CCCC2)cc2c1C[C@H]1CN(C(=O)c3ccccc3)[C@@](Cc3ccc(F)cc3)(C(=O)OC)[C@@H]21	·	6.2
O=C(CN1CCN(Cc2ccccc2)CC1)c1ccccc1	·	-11.0
C=C(C)c1cccc(C(C)(C)NC(=O)N2CCN(C)CC2)c1	-19.9	4.2
O=S(=O)(NCCOCCNS(=O)(=O)c1ccccc1)c1ccccc1	-8.6	·
Cc1cc(C)cc(NC(=O)CN(C)S(=O)(=O)c2cnc[nH]2)c1	-7.0	-9.3
O=C(NCc1ccco1)c1ccc(Br)c(S(=O)(=O)N2CCCCC2)c1	-28.3	-9.0
CC(=O)CCc1c(C)c2cccc(C)c2[nH]c1=O	-8.2	-4.1
Cn1c(=O)c2c(SCc3cccnc3)nc(CC(C)(C)C)nc2n(C)c1=O	-38.6	-5.6
CCCc1nnc(NC(=O)Cn2c(=O)oc3cc(Br)ccc32)s1	·	12.9
CC(=O)NC1(C(Cl)(Cl)Cl)Oc2ccccc2O1	·	-10.6
O=S(=O)(c1cccs1)N1CN(Cc2cccs2)c2nc3ccccc3nc21	-7.6	-11.2
CCOC(=O)C1CCN(C(=O)C2CCN(S(=O)(=O)N3CCCC3)CC2)CC1	-17.0	13.1
CCN(CC)c1nc2nonc2nc1N(CC)CC	-11.7	8.1
CC(=O)CSc1ncnc2c1oc1ccccc12	1.4	6.5
Cn1nc(-c2ccccc2)c(C#N)c1Sc1cccc(Cl)c1	·	-6.3
COn1c(C)c(C(C)=O)c2c3nonc3ccc21	-3.0	-45.7
CC(OC(=O)c1ccco1)C(=O)NC1CCCCC1 (stereo not given)	6.4	-3.1
CC(=O)N(C)c1ccc(NC(=O)c2cnn(C)c2)cc1	-4.9	-13.6
O=C(Nc1ccc(N2CCOCC2)cc1)C1CCCN(S(=O)(=O)c2ccccc2)C1 (stereo not given)	-73.5	1.2
Cc1ccc2c(N)c(C#N)sc2n1	·	-8.7
O=C(O)/C=C/C(=O)Nc1ccccc1C(=O)Nc1ccccc1	·	-7.8
COc1ccc(OC)c(NC(=O)c2cc3n(n2)C(C(F)(F)F)CC(c2ccc4c(c2)OCO4)N3)c1 (stereo not given)	23.2	0.9
CCOC(=O)c1c(C)nc2sc3c(=O)n(-c4ccc(C(C)=O)cc4)nnc3c2c1-c1ccc(OC)cc1	·	5.0
CN(Cc1ccccc1)Cc1nc2c(c(=O)n(C)c(=O)n2C)n1Cc1ccc(Cl)cc1	-5.7	2.4
CCN(CC)CCN=Cc1c(O)n(Cc2ccccc2)c(=O)[nH]c1=O	·	5.2
Cc1c(C(=O)N(C)C)sc(NC(=O)c2cccc([N+](=O)[O-])c2)c1C#N	·	-1.5
CSCCC(NC(=O)c1cc(C(C)(C)C)oc1C)C(=O)O (stereo not given)	2.6	-8.9
COc1ccc(OC)c(C2/C(=C(/O)c3cnn(-c4ccccc4)c3C)C(=O)C(=O)N2CCN(C)C)c1 (stereo not given)	0.8	·
CCN(CC)C(=O)c1sc(NC(=O)c2ccc(C)c([N+](=O)[O-])c2)c(C#N)c1C	·	11.4
CCn1nnnc1SCC(=O)c1ccc(C)cc1C	·	-8.5
Cc1cccc(C)c1N(CC(=O)NN=C1CCCCCC1)S(C)(=O)=O	·	6.3
CCOC(=O)n1ccc(C(=O)Nc2ccccc2F)n1	4.1	2.1
S=C(NCCC(c1ccccc1)c1ccccc1)Nc1ccccc1Cl	·	-5.4
CCN(CC)CCCN(Cc1cc2cc3c(cc2[nH]c1=O)OCCO3)C(=O)Nc1ccc(F)cc1	5.9	45.6
COc1ccc(C2CC(=O)C3=C(C2)Nc2ncnn2C3c2ccccc2C)cc1 (stereo not given)	-3.6	7.2
C=CCC(NCc1ccco1)c1ccc(OC)cc1OC (stereo not given)	-4.3	13.2
CCCCCc1cc(=O)oc2c(C(CCN3CCN(c4ccccc4)CC3)c3ccc(N(C)C)cc3)c(OC)cc(OC)c12 (stereo not given)	·	19.2
C=CCn1c(SCC(=O)N2CCN(c3ccc(F)cc3)CC2)nnc1-c1cccs1	-18.0	-8.8
CC(C)C(=O)Nc1cccc(C(=O)N2CCCCC2C)c1 (stereo not given)	·	4.7
Nc1ccc(C(=O)N/N=C2/CN3CCC2CC3)cc1	·	-5.4
NC(=O)C(Cc1ccccc1)NS(=O)(=O)c1ccc(N2CCCC2=O)cc1 (stereo not given)	0.5	3.9
Nn1c(SCC(=O)N2CCCc3ccccc32)nnc1-c1ccc(Cl)cc1	-7.3	2.5
Nc1nnc(C(c2ccccc2)c2ccccc2)s1	·	2.2
Cc1cc(C)n(C(=O)c2cccc(S(=O)(=O)N3CCOCC3)c2)n1	-5.8	0.2
O=C(CSc1ccc2ccccc2n1)c1ccc2c(c1)OCO2	·	-19.3
N#CCN1CCC/C1=C\[N+](=O)[O-]	·	9.8
COCc1cc(CN2CCCC2)c(O)c2ncccc12	6.3	19.3
CCCCCNC(=O)c1ccc2c(=O)[nH]c3c(C(=O)NCC4CCCO4)sc(=S)n3c2c1 (stereo not given)	-6.6	5.8
CCCC[C@@H]1CN=C(N)N1CCCC	·	-28.4
COC(=O)c1cccc(C23CC4(C2)[C@H](CN(Cc2ccc(-c5ccccc5)cc2)[C@@H]4c2ccccc2)C3c2ccc(C(F)(F)F)cc2)c1 (stereo not given in full)	·	2.3
CC1CCN(CC(=O)NCc2ccccc2)CC1	-0.4	7.3
O=C(C1CC1)N1CCC(c2nc(-c3ccc(S(=O)(=O)NCC4CCCO4)cc3)no2)CC1 (stereo not given)	-10.3	10.6
COc1ccc(S(=O)(=O)N2CCC(N3CCCCC3)CC2)cc1	7.2	2.7
CSCCC(=O)Nc1ccc(C(C)=O)cc1	-8.6	-1.4
COc1ccc(CN(CCCN2CCOCC2)S(=O)(=O)N(C)C)cc1OC	-9.7	3.2

(more compounds)
SMILES	HIV RNase H inh	RmlCD inh mix
C[C@@H]1NC(=O)[C@H](CCCN=C(N)N)NC(=O)c2cc([N+](=O)[O-])cc(I)c2NCCC[C@@H](C(N)=O)NC1=O	·	4.5
CC1(C)C=Cc2c(c3ccccc3[nH]c2=O)O1	-10.6	5.0
CCOC(=O)C1=C(C)Nc2nc(SCC)nn2C1c1ccc(OC)cc1 (stereo not given)	·	-2.7
CN(CC(=O)O/N=C(\N)c1ccccn1)S(=O)(=O)c1ccccc1	·	5.3

An excerpt (hit frequency here may not be typical).
